TSHR antagonist: blocks TSH signaling through the human TSH receptor | P16473 | TSHR-expressing cells, TSH-stimulated cAMP HTRF, 2 h; stronger effect = lower value | activity change, negative = inhibition, % at 11.5 µM | 330,000 compounds, 0.2% hits | AID 504810;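 active = activity change below a set negative limit, meaning inhibition stronger than a set level, cut at about -70% in these data; inconclusive = activity change between two set negative limits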; note: % is set by controls: 0 for no effect and ±100 for the full control effect
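Inhibition of cAMP made by TSHR-expressing cells under TSH stimulation (4nM final, EC80; 2 h, 37 deg C) is quantified with a one-step lysis HTRF kit, anti-cAMP cryptate versus cAMP-d2.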
ELG1 repair inh: blocks ELG1-dependent DNA repair in HEK293T cells; HEK293T ELG1-luciferase reporter, luminescence, 16 h; DNA damage induced by 5-fluorouridine; Potency, µM (doses to about 46.1 µM), for the others: at the top dose activity change, negative = inhibition, hits mostly inhibitors; 330,000 compounds, 2.3% hits; note: potency is the fitted concentration of half-maximal effect; % is set by controls: 0 for no effect and ±100 for the full control effect; nearly all actives have a fitted effect of over 55% in size
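Luminescence from the luciferase reporter, measured 30 min after ONE-Glo reagent at room temperature, was the read-out. Beforehand, 2,000 cells per well were exposed for 16 hr at 37 °C to 5-fluorouridine together with compound or vehicle.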
Eya2 phos inh: Eya2 (human) phosphatase inhibition; O00167; recombinant Eya2, OMFP fluorescence dephosphorylation (OMFP is methylfluorescein phosphate); Potency, µM (series often up to 76.9 µM), for the others: at the top dose activity, negative = inhibition, actives largely listed as inhibitors; 330,000 compounds, 0.006% hits; note: potency is the fitted concentration of half-maximal effect; % is set by controls: 0 for no effect and ±100 for the full control effect
Target sequence (O00167 whole entry, looked up): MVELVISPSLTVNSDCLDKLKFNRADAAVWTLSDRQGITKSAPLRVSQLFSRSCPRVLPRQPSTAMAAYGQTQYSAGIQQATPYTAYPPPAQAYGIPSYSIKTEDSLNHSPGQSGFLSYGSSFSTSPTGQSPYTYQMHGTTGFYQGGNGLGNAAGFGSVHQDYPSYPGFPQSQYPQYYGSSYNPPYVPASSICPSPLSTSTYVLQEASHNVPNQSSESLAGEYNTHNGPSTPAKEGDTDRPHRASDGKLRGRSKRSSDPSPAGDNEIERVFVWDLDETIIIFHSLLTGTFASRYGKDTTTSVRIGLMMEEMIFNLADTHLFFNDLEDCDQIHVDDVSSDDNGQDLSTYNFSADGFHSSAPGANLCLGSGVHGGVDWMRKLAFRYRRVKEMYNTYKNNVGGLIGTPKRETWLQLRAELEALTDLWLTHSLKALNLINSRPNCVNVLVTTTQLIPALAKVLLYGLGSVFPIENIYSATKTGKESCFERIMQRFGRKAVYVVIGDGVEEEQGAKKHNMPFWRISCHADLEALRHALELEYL
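Eya2 (0.2 uM) preincubated 10 min at ambient with compound, then OMFP substrate added at 50 uM; 10 min reaction in 50 mM HEPES pH 7.5, 50 mM NaCl, 5 uM MgCl2, 0.05% BSA, 1 mM DTT. Fluorescence read at Ex 485/Em 525 nm.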
TCR activator: activates T cell receptor signaling; primary human leukocytes, anti-CD3, IL-2 HTRF, 48 h; 330,000 tested, under 10 active; Potency, µM (titrated, usually from 9.22 µM), inactives show top-dose activation of IL-2 secretion, most hits filed as activators; AID 504894; note: % of control where 0% means no effect
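1) Mix primary human leukocytes, a-CD3 beads and compound. 2) Incubate 48 hr. 3) Add HTRF IL-2 reagents (a-IL-2-K, a-IL-2-d2).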
uPA generation: inhibitors of cell surface uPA generation | cell surface uPA generation assay, qHTS | Potency, µM (top dose mostly 38.3 µM), inactives show top-dose activity change, negative = inhibition, hits mostly inhibitors | 330,000 compounds, 0.31% hits | AID 540303; active = well fitted inhibition curve with a large enough effect; inconclusive = small, poorly fitted or top-dose-only effect; inactive = no such curve, though single readings can be large or run the other way; tested in mouse RAW 264.7 cells; note: potency is the fitted concentration of half-maximal effect; % is set by controls: 0 for no effect and ±100 for the full control effect; nearly all actives have a fitted effect of over 55% in size
B2AR arrestin: beta2AR (human) beta-arrestin recruitment activity; P07550; beta-arrestin recruitment to beta2AR, cell-based reporter; Potency, µM (top dose mostly 46.1 µM), without a hit: top-dose activation, usual class: activators; 330,000 compounds, 0.02% hits;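 note: potency is the fitted concentration of half-maximal effect; 0% = DMSO controls and full agonism = EC100 isoproterenol or metaproterenol; nearly all actives have a fitted effect of over 65% in size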
Tb PFK inh: T. brucei PFK enzyme inhibition. 330,000 compounds, 0.17% hits. O15648. Potency, µM (top dose mostly 57.5 µM), inactives show at the top dose activity, negative = inhibition, usual class: inhibitors. T. brucei PFK, ADP-Glo luminescence;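 note: potency is the fitted concentration of half-maximal effect; 0% = uninhibited 1x PFK enzyme wells and -100% = no-enzyme wells; nearly all actives have a fitted effect of over 60% in size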
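In TEA buffer at pH 8.0 with 5 mM MgCl2, enzyme (1.25 nM) converted F6P (0.5 mM) and ATP (0.1 mM) for 45 min at room temperature. ADP product was read by luciferase luminescence.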
USP2a inh: USP2a (human) protease inhibition; USP2 core, Ub-CHOP2 coupled fluorogenic reporter, 485/531; O75604; Potency, µM (titrated, usually from 38.3 µM), inactives show at the highest dose activity change, negative = inhibition, hits mostly inhibitors; 330,000 compounds, 0.01% hits;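 note: potency is the fitted concentration of half-maximal effect; plate controls were DMSO wells for no effect and full inhibition by NEM control for full effect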
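Deubiquitinase activity read as fluorescence (485/531 nm) after Ub-CHOP2 cleavage activates the enterokinase reporter on its substrate; USP2 core 10nM, Ub-CHOP2 and substrate 25nM each, 30min compound preincubation then 60min RT; data normalized to NEM, curves fitted.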
TSG101-PTAP inh: blocks PTAP/TSG101 interaction to inhibit HIV-1 budding | Q99816 | Fluorescence polarization, FITC-PTAP peptide / Tsg101 binding | Potency, µM (titrated, usually from 115 µM), for the others: at the top dose activity change, negative = inhibition, usual class: inhibitors | 340,000 tested, under 10 active; active = well fitted inhibition curve with a large enough effect in the main read-out, with a control signal flat, not every such curve was filed as active; inconclusive = small, poorly fitted or top-dose-only effect, or effect the other way, or a change in a side signal; inactive = no such curve, though single readings can be large or run the other way; note: potency is the fitted concentration of half-maximal effect; % of control where 0% means no effect
Target sequence (Q99816 whole entry, looked up): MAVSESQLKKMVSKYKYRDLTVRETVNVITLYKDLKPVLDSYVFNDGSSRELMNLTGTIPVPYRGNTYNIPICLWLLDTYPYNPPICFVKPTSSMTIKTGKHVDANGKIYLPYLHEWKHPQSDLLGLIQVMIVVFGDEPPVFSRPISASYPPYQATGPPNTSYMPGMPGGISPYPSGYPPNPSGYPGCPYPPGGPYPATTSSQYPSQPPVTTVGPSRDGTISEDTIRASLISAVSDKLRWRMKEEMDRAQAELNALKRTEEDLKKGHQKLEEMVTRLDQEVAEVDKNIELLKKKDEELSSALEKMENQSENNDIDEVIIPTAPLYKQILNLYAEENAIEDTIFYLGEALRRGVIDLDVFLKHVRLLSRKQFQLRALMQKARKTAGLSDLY
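Steps: Tsg101 binding domain dispensed (10 uM final), compounds pinned in DMSO, FITC-labeled PTAP-motif peptide added (50 nM final); after 20 min binding at room temperature, polarization measured.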
BCR signal inh: blocks chronic active B-cell receptor signaling. ABC-DLBCL IkBa-CBG/CBR reporter, luminescence ratio, 4 h. Potency, µM (titrated, usually from 46.1 µM), inactives show at the top dose ratio change, negative = lower green/red ratio, actives largely listed as inhibitors. 340,000 compounds, 0.05% hits. AID 493014; active = well fitted inhibition curve with a large enough effect in the signal ratio, with a control signal flat, not every such curve was filed as active; inconclusive = small, poorly fitted or top-dose-only effect, or effect the other way, or a change in a side signal; the % refers to the signal ratio;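 note: potency is the fitted concentration of half-maximal effect; plate controls were basal doxycycline-induced cells for no effect and cells given 10 µM MG132 for full effect; MG132 reads +100%, hits lower the ratio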
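Concentration-response series (up to 46 uM) were applied to TMD8 dual-reporter cells for 4 h at 37C with doxycycline. Green/red ratio, after filter-overlap correction, defined %Activity; red signal alone was normalised to basal cells and zero luminescence.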
Mito fusion act: inhibitors of mitochondrial division or activators of mitochondrial fusion; S. cerevisiae fusion-defective mutant growth rescue, CellTiterGlo 48 h; Potency, µM (doses to about 46.1 µM), without a hit: at the highest dose growth rescue (activation), usual class: activators; 320,000 compounds, 0.23% hits;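 note: potency is the fitted concentration of half-maximal effect; % of control where 0% means no effect; nearly all actives have a fitted effect of over 45% in size; temperature-sensitive fusion mutants such as fzo1-1 at 37 °C on non-fermentable ethanol glycerol medium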
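Compounds are tested for their ability to restore growth of mitochondrial fusion-defective yeast strains at non-permissive 37C in YPEG medium over 48 hours. Viability is quantified by luciferase luminescence.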
Active calls of the source: *; ? = inconclusive; · = not tested or not shown; & = joins results of further samples; [ ] = another dose, or the depositor's remark. Unless noted, calls come from the whole dose curve; as a rule, active = well fitted curve in the direction sought with a large enough effect; inconclusive = small, poorly fitted or top-dose-only effect, or another doubt; inactive = no such curve, though single readings can be large; an effect the other way counts as inactive or inconclusive.

SMILES	TSHR antagonist	ELG1 repair inh	Eya2 phos inh	TCR activator	uPA generation	B2AR arrestin	Tb PFK inh	USP2a inh	TSG101-PTAP inh	BCR signal inh	Mito fusion act
Cc1ccc(S(=O)(=O)N(C)CC(=O)N2CCN(Cc3ccccc3)CC2)cc1	37	?	-7%	17%	8%	0.1%	-10%	-6%	·	-1%	-1%
Cc1ccc(C(=O)N(CC(=O)NC2CCCC2)c2ccccc2Cl)s1	-7	-5%	9%	2%	4%	0.1%	2%	0%	0%	-2%	13%
Cc1cccc2cc(CN(Cc3ccc(F)cc3)C(=O)N(C)C)c3nnnn3c12	-2	-18%	1%	-4%	1%	-0.9%	-1%	4%	-10%	1%	14%
CCN(C(=O)CSc1nnc(Cn2nnc3ccccc32)o1)c1nc(-c2ccccc2)cs1	-24	18µM*	12%	-2%	-2%	0.1%	-2%	5%	-1%	1%	8%
Cc1ccc(S(=O)(=O)N2CCN(c3ccccc3)CC2)c(C)c1	21	-16%	-8%	-5%	5%	-0.9%	-1%	-11%	-7%	1%	6%
O=C(CCC(=O)c1cccs1)NC1CCCCCC1	14	5%	-1%	-2%	0%	0.3%	1%	0%	1%	-1%	1%
Cc1oc(-c2ccc3c(c2)OCCO3)cc1C(=O)O	-4	1.6µM*	-2%	-1%	-7%	-0.5%	-14%	-10%	-1%	?	1%
CCOc1ccc(-n2c(=O)c3c4c(sc3n(CC(=O)NCCCOC)c2=O)CCCCC4)cc1	24	-2%	8%	0%	1%	0.0%	4%	7%	-1%	6%	-5%
O=C(O)c1cnc(-c2ccccc2)nc1Sc1ccc(Cl)cc1Cl	-2	1%	-8%	-3%	1%	-0.3%	0%	0%	-18%	17%	6%
CCC(=O)Nc1c(C)n[nH]c1C	29	16%	-3%	3%[46.1 µM]	7%	0.0%	-5%	1%	0%	?	4%
CC(C)(CC(=O)N1CCN(c2ccc(Cl)cc2)CC1)CC1=NS(=O)(=O)c2ccccc2N1	-15	?	-11%	-14%	-11%	-0.3%	2%	2%	-2%	?	6%
COc1ccc(/C(O)=C2/C(=O)C(=O)N(CCN3CCOCC3)C2c2ccccn2)cc1 (configuration not stated)	-7	?	21%	-7%	-2%	-0.5%	-3%	1%	-3%	3%	2%
O=C(CSc1nnnn1-c1ccccc1)N1CCNC1=O	-2	22%	4%	0%	-2%	0.4%	1%	-5%	-5%	-1%	0%
O=C(NCCCN1CCOCC1)c1c(-c2ccccc2)sc2ccccc12	-12	-10%	4%	8%	-24%	-0.4%	5%	-1%	-4%	-1%	·
Cc1ccc(S(=O)(=O)NCCc2nnc(SCc3cccnc3)n2C)cc1	4	-6%	-10%	0%	0%	0.2%	-1%	2%	1%	3%	3%
COc1cccc(CNC(=O)Cn2nc(-c3ccc(Cl)cc3)ccc2=O)c1	-8	13%	3%	-2%	·	-0.2%	3%	-1%	0%	-3%&-2%	1%
COc1ccc(Cl)cc1Nc1nc(C)nc2c1oc1ccccc12	3	-13%	0%	9%	-2%	0.1%	1%	-4%	0%	-2%	14%
CCOC(=O)NNC(=O)c1ccc(Cl)cc1	21	12%	-26%	0%	5%	-1.0%	0%	-1%	-5%	2%	1%
COCCCNc1ncnc2c1nc1n2CCCC1	0	-3%	-9%	-1%	2%	-0.1%	-1%	-4%	0%	9%	-6%
CC[C@@]1(C(=O)OC)N[C@H](CN(C)C(=O)Nc2ccccc2)[C@@H]2C(=O)N(Cc3ccccc3)C(=O)[C@@H]21	-13	0%	-22%	-4%	7%	-0.6%	2%	1%	-3%	-1%	·
COc1ccccc1-n1cc(-c2ccc(Cl)cc2)[nH]c1=O	-36	12%	-3%	-8%[46.1 µM]	-1%	-0.4%	4%	2%	-7%	-19%	-8%
COc1ccc(C2=NOC(C(=O)NCc3cccnc3)C2)cc1OC (configuration not stated)	-4	-8%	13%	2%	-12%	0.2%	3%	0%	6%	2%	-1%
Cc1ccc(-n2cc(CN3CCC(O)(c4ccccn4)CC3)c(-c3ccc(F)cc3)n2)cc1	5	18µM*	-5%	2%	-2%	-0.7%	-3%	0%	-4%	-12%	-22%
Fc1ccccc1OCCCCn1cncn1	-11	26%	0%	-7%[46.1 µM]	2%	0.1%	-1%	1%	-7%	-21%	-3%
O=C(CN1CCN(S(=O)(=O)c2cccc(Br)c2)CC1)N1CCCCC1	-3	-1%	-2%	-57%	12%	0.0%	11%	-1%	-1%	9%	2%
(list continues)
SMILES	TSHR antagonist	ELG1 repair inh	Eya2 phos inh	TCR activator	uPA generation	B2AR arrestin	Tb PFK inh	USP2a inh	TSG101-PTAP inh	BCR signal inh	Mito fusion act
COc1ccc(Cl)cc1NC(=O)CC(C)=O	6	4%	17%	-2%	0%	0.0%	7%	-3%	-5%	-12%	3%
COC(=O)c1ccccc1NC(=O)C1CCN(C(=O)c2ccc(OC)cc2)CC1	9	-13%	0%	-3%	-1%	-3.1%	-2%	-3%	0%	15%	2%
COc1cc(/C=N/NC(=O)CN(Cc2ccco2)S(=O)(=O)c2ccccc2)ccc1O	8	-11%	-7%	-4%[46.1 µM]	-3%	0.0%	8%	0%	-2%	-19%	-10%
Cc1ccc(NP(=O)(c2ccc(N(C)C)cc2NC(=O)c2cccs2)N2CCOCC2)cc1Cl (configuration not stated)	40	16µM*	-4%	-5%[46.1 µM]	-1%	0.1%	-1%	-3%	0%	?	7%
COc1cc(/C=N/NC(=O)NC2CCCCC2)cc(OC)c1O	-10	11%	0%	-6%	1%	-0.5%	-2%	-1%	-1%	?	4%
CCOc1ccc(-n2ccnc2SCC(=O)Nc2nnc(CC)s2)cc1	-8	-5%	2%	3%	-8%	0.2%	0%	1%	-9%	0%	-4%
CC(=O)c1c(C(C)=O)c(C)n(-c2nc(-c3ccc(C)c(C)c3)c(C)s2)c1C	-5	?	15%	-2%	-3%	-0.1%	0%	1%	-2%	5%	5%
OC(COc1ccc2cc(Br)ccc2c1)Cn1ccnc1 (configuration not stated)	-4	2%	6%	-8%	-4%	-0.7%	13%	-1%	-1%	2%	5%
CC(C)CCN1CCN(CCCc2ccccc2)CC1CCO (configuration not stated)	10	-20%	-5%	-2%	-3%	0.2%	0%	-1%	-3%	-1%	-3%
CCOC(=O)c1ccc(NC(=O)CCc2nnc3ccc(N4CCN(C)CC4)nn23)cc1	-1	27%	0%	-2%	-8%	-0.2%	-1%	3%	4%	-3%	1%
COc1ccccc1NS(=O)(=O)c1cccc(C(=O)NCC(c2ccco2)N2CCCCC2)c1 (configuration not stated)	·	?	0%	2%	-1%	0.6%	?	-4%	-4%	-3%	0%
CCOC(=O)C1(CCCc2ccccc2)CCN(C(=O)c2cncs2)CC1	-4	-17%	-9%	-2%	-2%	-0.9%	-4%	9%	1%	-11%	4%
Cc1ccc(S(=O)(=O)N2CCN(C3CC4CCC3C4)CC2)cc1 (configuration not stated)	-3	5%	-8%	0%	-1%	-0.6%	-13%	-2%	-2%	1%	-10%
Cc1cccc(NC(=O)CN(C)S(=O)(=O)c2ccccc2)n1	3	13%	6%	-4%	-5%	-0.1%	6%	2%	0%	-8%	9%
CSc1nnnn1-c1ccc(C(=O)OCC(=O)N2CCOCC2)cc1	2	8%	14%	6%	1%	-0.3%	11%	1%	-7%	0%	-2%
C[C@H]1COC(=O)[C@H](CC(=O)OC(C)(C)C)C/C=C\C[C@@H](CC(=O)N[C@H](CO)Cc2ccccc2)C(=O)N1	10	-6%	5%	-1%	15%	-0.2%	-1%	-1%	-4%	2%	·
O=C(Nc1ccc(Cl)cc1C(=O)N1CCOCC1)c1ccco1	-6	8%	-28%	8%	8%	3.0%	-10%	-1%	-9%	2%	2%
COc1ccc(NC(=O)NC(C)c2ccncc2)cc1OC (configuration not stated)	-4	8%	-21%	·	4%	-0.1%	8%	3%	-7%	1%	-5%
COc1ccccc1-c1nnc(SCC(=O)Nc2nc(-c3ccccc3)cs2)n1C	15	?	9%	·	-1%	-0.3%	0%	-29%	-3%	0%	16%
CC1CCCC(NC(=O)COC(=O)Cc2ccc(Br)cc2)C1C (configuration not stated)	3	10%	-7%	4%	2%	-1.7%	-1%	2%	-1%	?	0%
O=C(Cc1c[nH]c2ccccc12)NCc1cccs1	-2	?	-6%	2%[46.1 µM]	0%	-0.3%	0%	5%	-2%	?	1%
O=c1[nH]c2cccnc2c2ccsc12	7	?	-4%	2%	4%	0.1%	6%	2%	-3%	20%	1%

Assay outcomes deposited in PubChem BioAssay by National Center for Advancing Translational Sciences (NCATS).
